GLP1R cytotox – qHTS of GLP-1 Receptor Inverse Agonists: Cytotox Screen | HEK293 cAMP-luciferase reporter cells, luminescence, 24 h | Potency, µM (series often up to 38.3 µM), without a hit: at the highest dose activity change, negative = inhibition, most hits filed as inhibitors | 410,000 tested, 0.13% active;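 note: loss of luciferase light is scored as toxicity; potency is the fitted concentration of half-maximal effect; % is set by controls: 0 for no effect and ±100 for the full control effect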
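Quantitative HTS format, 1536 wells, 200 cells/uL seeded. Compounds: 23 nL, 24 h, 37 °C. Detection: luciferase reagent, luminescence at 12 min RT; decreased signal taken as cytotoxic.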
Abeta yeast res – qHTS for compounds that reverse cellular toxicity of Amyloid beta (A-beta) peptide in yeast: Primary Screen; yeast expressing A-beta42, growth rescue, OD600, 48 h; response scale: 0% DMSO, 100% iron-clioquinol control; Potency, µM (series often up to 46.1 µM), inactives show at the highest dose growth rescue, most hits filed as activators; 410,000 tested, 0.063% active; note: potency is the fitted concentration of half-maximal effect; nearly all actives have a fitted effect of over 55% in size
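Growth rescue measured by 600 nm absorbance after 48 h yeast culture at 30 C with compound. Values normalized between DMSO and an equimolar ferric chloride plus clioquinol control.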
GLP1R inv ag – qHTS of GLP-1 Receptor Inverse Agonists (Inhibition Mode); 410,000 tested, 1.6% active; HEK293 GLP-1R CRE-luciferase, luminescence, 24 h; GLP-1R form is constitutively active; Potency, µM (top dose mostly 38.3 µM), inactives show top-dose activity change, negative = inhibition, hits mostly inhibitors; note: potency is the fitted concentration of half-maximal effect; % is set by controls: 0 for no effect and ±100 for the full control effect; nearly all actives have a fitted effect of over 55% in size
Target sequence (P43220 whole entry, looked up): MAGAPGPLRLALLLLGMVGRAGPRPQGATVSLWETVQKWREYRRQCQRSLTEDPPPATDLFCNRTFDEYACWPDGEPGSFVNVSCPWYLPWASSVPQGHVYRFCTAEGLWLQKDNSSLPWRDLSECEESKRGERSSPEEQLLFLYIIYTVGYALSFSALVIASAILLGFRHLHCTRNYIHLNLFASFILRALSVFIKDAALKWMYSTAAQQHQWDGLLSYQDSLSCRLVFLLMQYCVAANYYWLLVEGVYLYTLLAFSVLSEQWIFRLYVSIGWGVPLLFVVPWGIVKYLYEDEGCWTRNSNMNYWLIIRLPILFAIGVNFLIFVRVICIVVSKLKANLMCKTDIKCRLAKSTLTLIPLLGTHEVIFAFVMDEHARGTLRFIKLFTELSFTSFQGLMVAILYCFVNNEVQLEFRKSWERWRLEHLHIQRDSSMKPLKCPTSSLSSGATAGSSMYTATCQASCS
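Using stably transfected HEK293 (constitutively active GLP-1R, cAMP-luciferase reporter), compounds were incubated 24 hr and luciferase measured by luminescence.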
MmCpn inh – Inhibitors of TCP-1 ring complex (TRiC) of Methanococcus maripaludis (MmCpn): qHTS; purified Mm-Cpn ATPase, ADP Transcreener TR-FRET; Potency, µM (top dose mostly 76.9 µM), without a hit: at the highest dose activity, negative = inhibition, hits mostly inhibitors; 330,000 tested, 0.031% active; note: potency is the fitted concentration of half-maximal effect; % is set by controls: 0 for no effect and ±100 for the full control effect; nearly all actives have a fitted effect of over 80% in size
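Reaction buffer contained 30 mM Tris pH 7.4, 100 mM KCl, 5 mM MgCl2 and 1 mM DTT. Mm-CPN (25 nM final) hydrolysed 10 uM ATP over 30 min at 37°C; ADP was read by HTRF.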
aSyn rescue – qHTS of alpha-syn Inhibitors. Yeast expressing alpha-synuclein, growth rescue, BacTiter-Glo, 24 h. Potency, µM (highest dose often 46.1 µM), for the others: at the top dose growth rescue (activation), actives largely listed as activators. 370,000 tested, 0.14% active; note: potency is the fitted concentration of half-maximal effect; % of control where 0% means no effect; nearly all actives have a fitted effect of over 65% in size
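Readout is rescue of growth in alpha-synuclein-expressing yeast, so inhibitors of toxicity appear as activators. Growth after 24 hr at 30 deg C in galactose medium is quantified by luminescence.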
FUS suppressor – qHTS for Suppressors of FUS Proteinopathy: Primary screen using FUS-linked yeast assay. S. cerevisiae FUS-expressing, growth rescue, OD600, 24 h. Potency, µM (top dose mostly 76.6 µM), without a hit: at the highest dose growth rescue (activation), actives largely listed as activators. 390,000 tested, 0.24% active. AID 1347120, 2019;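 note: potency is the fitted concentration of half-maximal effect; plate controls were DMSO vehicle for no effect and reference control for full effect; nearly all actives have a fitted effect of over 55% in size; some results filed as inactive show a strong effect at the top dose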
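Yeast FUS proteinopathy model; galactose-induced FUS (2%), starting OD 0.005. Cpds in dilution series, 24hr, 30C, 99% humidity. Abs 600 nm growth. Pos ctrl CP55940 (top 92uM final); neg ctrl DMSO.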
TDP-43 yeast inh – qHTS of TDP-43 Inhibitors; AID 652104, 2013; Potency, µM (top dose mostly 46.1 µM), for the others: at the top dose growth rescue (activation), most hits filed as activators; 410,000 tested, 1.8% active; TDP-43 expressing yeast growth rescue, BacTiter-Glo, 24 h; note: potency is the fitted concentration of half-maximal effect; % of control where 0% means no effect; nearly all actives have a fitted effect of over 50% in size
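Luminescence from BacTiter-Glo reports growth of TDP-43-expressing yeast after 24 hr at 30 deg C with compound. Cells were raffinose-pregrown to mid-log, then seeded in galactose medium at OD600=0.02.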
PTHR1 ag – qHTS for PTHR1 Agonists: Primary Screen. Parathyroid hormone/parathyroid hormone-related peptide receptor (Homo sapiens), Q03431. HEK293 GP2 PTHR1 cells, GloSensor cAMP luminescence, 1 h. Potency, µM (series often up to 115 µM), for inactives: at the top dose activation, most hits filed as activators. 410,000 tested, 0.075% active. AID 743266, 2014; note: potency is the fitted concentration of half-maximal effect; nearly all actives have a fitted effect of over 55% in size; some results filed as inactive show a strong effect at the top dose; inactives centre near -15; many of its hits are not listed in these tables
Target sequence (Q03431 whole entry, looked up): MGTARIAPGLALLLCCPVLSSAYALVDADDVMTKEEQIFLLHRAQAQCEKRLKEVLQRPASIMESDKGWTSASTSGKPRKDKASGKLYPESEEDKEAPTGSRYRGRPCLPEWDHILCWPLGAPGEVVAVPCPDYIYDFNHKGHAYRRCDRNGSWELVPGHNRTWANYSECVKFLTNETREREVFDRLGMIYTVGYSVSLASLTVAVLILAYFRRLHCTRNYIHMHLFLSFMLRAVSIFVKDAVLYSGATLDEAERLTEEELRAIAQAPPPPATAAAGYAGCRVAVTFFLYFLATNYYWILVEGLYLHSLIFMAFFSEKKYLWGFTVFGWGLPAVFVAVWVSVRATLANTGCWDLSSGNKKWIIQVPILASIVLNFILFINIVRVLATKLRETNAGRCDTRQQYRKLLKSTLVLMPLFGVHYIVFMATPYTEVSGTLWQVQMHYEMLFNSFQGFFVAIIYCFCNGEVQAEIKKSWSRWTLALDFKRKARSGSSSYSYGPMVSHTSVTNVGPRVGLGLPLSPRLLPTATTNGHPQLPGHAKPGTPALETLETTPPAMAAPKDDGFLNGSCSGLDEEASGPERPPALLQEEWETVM
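HEK-293-derived GP2 cells expressing PTHR1 and a GloSensor cAMP reporter, 3,000/well, plated overnight, given luciferin plus IBMX (each 0.5 mM as added) for 1 h at 37 °C, then compound for 1 h at 37 °C. Luminescence was read after 15 min at room temperature.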
Akt phos inh – HTS Assay for Inhibitors of Akt Phophorylation: Primary Screen | 360,000 tested, 0.32% active | Neuro2A IGF-stimulated pAkt S473 HTRF, 20 min; stronger effect = lower value | AID 651550, 2012 | activity change, % for hits at 50 µM; in the data active = activity change below about -80%; inconclusive = mostly about -51% to -80%; note: % is set by controls: 0 for no effect and ±100 for the full control effect
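Single-point screen (50 µM final compound) in Neuro2A cells stimulated 20 min with 6 nM IGF at 37 deg C. After lysis, Ser473-phosphorylated Akt read by HTRF (ex 330 nm, em 615/665 nm) as the 665/615 ratio.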
Numbers without * were called inactive; i = inactive; u = inconclusive; x = not tested or not shown; [ ] = dose if it differs, or a comment. Unless noted, calls come from the whole dose curve; as a rule, active = well fitted curve in the direction sought with a large enough effect; inconclusive = small, poorly fitted or top-dose-only effect, or another doubt; inactive = no such curve, though single readings can be large; an effect the other way counts as inactive or inconclusive. Not all compounds are listed (hit frequency here may not be typical).

Results follow in this order: FUS suppressor, Akt phos inh, GLP1R inv ag, aSyn rescue, GLP1R cytotox, PTHR1 ag, Abeta yeast res, TDP-43 yeast inh, MmCpn inh
> CN(C)C(=O)CCC(=O)N1CCCC(C(=O)c2ccc3c4c(cccc24)CC3)C1 (stereo not given)
    17%, i, 1%, 1%, -18%, -61%[inhibitor], 2%, x, -4%
> COC(=O)C[C@@H]1CC[C@H](NC(=O)Cc2ccccn2)[C@@H](CO)O1
    5%, i, 3%, -3%, -13%, -28%, -3%, 24%, x
> Cn1ccc2c(-c3cccc(C=O)c3)cc3c(c21)C1CCC3C1 (stereo not given)
    u, i, u, -14%, 3%, -41%[inhibitor], -1%, u, x
> O=C(NCCSc1ccc(Br)cc1)c1ccc2nc[nH]c2c1
    30%, i, u, -1%, 14%, -29%, -16%, -1%, 2%
> CC(C)(C)c1ccc(OCC(=O)N(c2ccccn2)C2CCCCC2)cc1
    5%, i, u, -10%, 4%, -29%, 0%, 7%, -1%
> CC1COC(=C2C(=O)OCC2C)C1 (stereo not given)
    -19%, i, -6%, -6%, -18%, i, -6%, 9%, x
> CCN(CC)S(=O)(=O)c1ccc(NC(=S)NC(=O)CC(C)C)cc1
    x, i, u, -4%, -6%, -30%[inhibitor], -6%, u, 3%
> O=C(NN1CCCCC1)c1cnn2c(C(F)F)cc(-c3ccccc3)nc12
    -22%, i, 7%, 2%, -12%, i, -8%, 1%, -1%
> O=C(Cn1nc(Cc2cccnc2)c2ccccc2c1=O)Nc1cc(F)ccc1F
    -19%, i, 0%, 5%, u, -7%, 8%, 7%, 1%
> COc1ccc(CN2CCSCC2)cc1O
    -10%, i, 7%, 0%, -4%, i, 17%, -1%, 0%
> COc1ccc(S(=O)(=O)N(Cc2cccs2)C2CCCC2)cc1
    -4%, i, u, 15%, 2%, i, 18%, -29%, 1%
> COc1cccc(NC(=O)CN(C)S(=O)(=O)c2cccs2)c1
    -31%, x, 10%, x, 0%, -11%, 7%, u, x
> COc1ccc(N2CCN(S(=O)(=O)c3cnc[nH]3)CC2)cc1
    0%, i, -2%, 1%, 1%, u, -11%, 0%, 0%
> Cc1cnc(C(=O)Nc2ccccc2F)cn1
    -27%, i, 19%, -5%, -3%, -8%[57.5 µM], -3%, -6%, 1%
> O=C(NCCc1ccc(Cl)cc1)C1(c2cccs2)CCOCC1
    13%, x, -20%, x, 1%, -8%, -3%, 4%, x
> COP(=O)(c1ccc(N(C)C)cc1)C(O)c1ccccc1 (stereo not given)
    11%, i, -15%, -2%, -5%, -15%, -16%, 1%, 0%
> O=C(NCCN1CCC(n2c(=O)[nH]c3ccccc32)CC1)c1cccs1
    -10%, i, -19%, -7%, -8%, -24%, -14%, -4%, x
> CCc1ccc2[nH]c3nc(SCc4nnc(-c5ccc(C)cc5)o4)nnc3c2c1
    18%, i, 0%, 6%, -8%, i, -14%, -4%, -1%
> O=C1c2ccccc2C(=O)N1CCC#Cc1ccc2cc(C3(O)CCCCC3)oc(=O)c2c1
    -1%, i, 3%, -3%, 7%, -45%[inhibitor], -9%, 16%, 3%
> N#Cc1c(NC(=O)C(=O)NCCCN2CCOCC2)sc2c1CCC2
    -1%, i, 7%, -9%, 0%, i, 1%, -3%, 2%
> C#CCNC(=O)C1=C[C@@H](C)C[C@@H](OCc2ccc(CO)cc2)O1
    -16%, i, 12%, -2%, -8%, i, 22%, 28%, x
> Cc1ccc(C)c(N2CCN(C(=O)c3cc(S(=O)(=O)N4CCCCCC4)cn3C)CC2)c1
    u, x, u, x, 3%, -17%, 12%, u, x
> COC(=O)Nc1ncc(CN2CCC(c3ccccc3)CC2)s1
    15%, i, 7%, -5%, -25%, i, 1%, -4%, -1%
> O=C(NCc1cccs1)C1CCN(S(=O)(=O)c2cccc3nsnc23)CC1
    7%, i, 4%, 0%, -9%, 0%[57.5 µM], -10%, 1%, 1%
> Cc1cc(NS(=O)(=O)c2ccc(NC(=O)c3cnc4scc(C)n4c3=O)cc2)nc(C)n1
    0%, i, 14%, 0%, -2%, -8%, 8%, 0%, 1%
> C=CCN1C(=O)C(Cc2ccc(C)cc2)S/C1=N/N=C/c1ccco1 (stereo not given)
    1%, i, u, 2%, -7%, -8%[57.5 µM], 2%, -15%, 4%
> CC(C)(C)c1ccc(OCc2ccc(C(=O)NN)o2)cc1
    13%, i, -29%, -9%, -27%, i, -11%, u, 0%
> COc1ccc(C2(C(=O)N3CCCC3)CCOCC2)cc1OC
    10%, i, 8%, -4%, 32%[activator], i, -6%, -17%, 1%
> FC(F)(F)c1cccc(NC(=S)N2CCCC2)c1
    17%, i, 6%, -1%, 0%, i, -4%, 12%, 1%
> CC(=O)Nc1cccc(-c2ccnc3c2CC(C(=O)Nc2cccc(NS(C)(=O)=O)c2)O3)c1 (stereo not given)
    9%, i, 25%, -1%, 7%, i, -3%, 0%, x
> CCOC(=O)c1cc(S(=O)(=O)N2CCN(c3cccc(OC)c3)CC2)[nH]n1
    2%, x, 2%, x, 4%, -34%[inhibitor], -4%, -10%, x
> COc1ccc(CNC(=O)c2ccc3oc(C(C)C)nc3c2)cc1
    19%, i, 9%, 0%, -6%, -22%, -6%, 0%, 2%
> NS(=O)(=O)c1ccc(NC(=O)CCC(=O)c2ccc(Cl)s2)cc1
    24%, i, 10%, -8%, -17%, -3%, -9%, -16%, -1%
> COC(=O)c1ccccc1NC(=O)CSc1nnc(-c2cccnc2)n1N
    -6%, i, -7%, 1%, 4%, -8%, -10%, 16%, 0%
> CC(=O)Nc1ccc(S(=O)(=O)N2CCCc3ccccc32)cc1
    9%, i, 0%, 3%, -5%, i, 26%, -10%, 0%
> COc1cccc(C2=NOC(C(=O)Nc3cc(OC)c(OC)c(OC)c3)C2)c1 (stereo not given)
    27%, i, 0%, 22%, -1%, -25%, 14%, -6%, 2%
> CCc1ccccc1N(CC(=O)OC)S(C)(=O)=O
    16%, i, -12%, 1%, 2%, -1%, -5%, -10%, -1%
> c1ccc(CCNc2ncnc3sccc23)nc1
    3%, i, 10%, -14%, 18%, -45%[inhibitor], -1%, -13%, 1%
> CC(=O)N(C)c1ccc(OCC(O)Cn2c3ccc(Cl)cc3c3cc(Cl)ccc32)cc1 (stereo not given)
    21%, i, u, u, u, u, u, -7%, 0%
> CCC1Oc2ccc(C)cc2N(CC(=O)N2CCN(c3ccc(F)cc3)CC2)C1=O (stereo not given)
    16%, i, u, 6%, -6%, -33%[inhibitor], -3%, 0%, 0%

Three compounds from above, ordered by number of heavy atoms, falling.
Results follow in this order: FUS suppressor, Akt phos inh, GLP1R inv ag, aSyn rescue, GLP1R cytotox, PTHR1 ag, Abeta yeast res, TDP-43 yeast inh, MmCpn inh
> CCC1Oc2ccc(C)cc2N(CC(=O)N2CCN(c3ccc(F)cc3)CC2)C1=O (stereo not given)
    16%, i, u, 6%, -6%, -33%[inhibitor], -3%, 0%, 0%
> CC(=O)Nc1ccc(S(=O)(=O)N2CCCc3ccccc32)cc1
    9%, i, 0%, 3%, -5%, i, 26%, -10%, 0%
> CCc1ccccc1N(CC(=O)OC)S(C)(=O)=O
    16%, i, -12%, 1%, 2%, -1%, -5%, -10%, -1%

Additional entries
Results follow in this order: FUS suppressor, Akt phos inh, GLP1R inv ag, aSyn rescue, GLP1R cytotox, PTHR1 ag, Abeta yeast res, TDP-43 yeast inh, MmCpn inh
> CCOc1ccc(Nc2c(S(=O)(=O)c3ccc(C)cc3)cnc3ccc(F)cc23)cc1
    u, x, -12%, x, -13%, i, -1%, 16%[9.22 µM], x
> CC1CCCC(C)N1C(=O)c1ccc(S(=O)(=O)N2CCCC2)cc1 (stereo not given)
    -6%, i, -20%, -1%, 13%, -9%, 14%, 2%, 0%
> CC12CCC(=O)N1C(C(=O)OCC(=O)Nc1ccc(Cl)c(Cl)c1)CS2 (stereo not given)
    4%, i, u, 14%, 24%, -47%[inhibitor], 16%, 24%, 0%
> COc1ccc(-c2[nH][nH]c(=O)c2NC(=O)c2ccc([N+](=O)[O-])cc2)cc1
    -8%, i, 29%, 0%, 0%, -15%, -15%, 9%, x
> CCCCNC(=O)C1(C)CCCCN1C(=O)c1cc(-c2ccccc2)cs1 (stereo not given)
    3%, i, u, 4%, -1%, -2%, -11%, 17%, x
> Cc1ccc(Sc2nc(-c3ccccc3)ccc2C#N)cc1
    7%, i, 16%, 8%, 6%, i, 4%, 21%, -1%
> CCn1nc(NS(=O)(=O)c2ccc(NC(C)=O)cc2)c2cc3ccccc3nc21
    32%, i, 28%, 0%, -18%, i, -3%, -4%, -4%
> CCOC(=O)CSc1nnc(CSc2nc3ccccc3s2)n1C
    -5%, i, -10%, 8%, -8%, i, -9%, -7%, 0%
> Cc1noc(C)c1C(=O)N1CCCC(N2CCN(c3cccc(C(F)(F)F)c3)CC2)C1 (stereo not given)
    3%, i, 5%, 7%, 4%, -10%, -8%, 14%, -8%
> O=C(NC(=S)NC1CCCC1)c1ccccc1
    -4%, i, -7%, -2%, -29%, -18%, u, u, 1%
